FBW7 activator: FBW7 E3 ligase activators, primary screen, biochemical, AlphaScreen, human | F-box/WD repeat-containing protein 7 (Homo sapiens), Q969H0 | AlphaScreen FBW7–phospho-cyclin E peptide binding, activator screen | normalized activity (activation), % at 26.1 µM | hit rate 0.13% among 650,000 | AID 1259310, 2017; in the data active = normalized activity above about 1.9%;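 note: purified mutant Fbw7 with reduced substrate affinity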
TEAD-YAP inh: TEAD-YAP interaction inhibition, primary screen, TEAD-YAP interaction inhibitor project, luminescence, HEK-TIYL cells | TEAD-Gal4/YAP UAS-luciferase luminescence | inhibition, % at 9.12 µM | hit rate 1.4% among 640,000 | AID 1259422, 2018; in the data active = inhibition above about 32%;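 note: 0% = median of test compound wells and 100% = reference inhibitor wells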
MITF inh: MITF inhibitors, primary screen, biochemical, AlphaScreen, human; Microphthalmia-associated transcription factor (Homo sapiens), O75030; AlphaScreen MITF homodimerization, bead proximity signal; inhibition, % at 2.6 µM; hit rate 0.91% among 650,000; AID 1259374, 2018; in the data active = inhibition above about 50%;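 note: 0% = vehicle wells with protein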
Target sequence (O75030 whole entry, looked up): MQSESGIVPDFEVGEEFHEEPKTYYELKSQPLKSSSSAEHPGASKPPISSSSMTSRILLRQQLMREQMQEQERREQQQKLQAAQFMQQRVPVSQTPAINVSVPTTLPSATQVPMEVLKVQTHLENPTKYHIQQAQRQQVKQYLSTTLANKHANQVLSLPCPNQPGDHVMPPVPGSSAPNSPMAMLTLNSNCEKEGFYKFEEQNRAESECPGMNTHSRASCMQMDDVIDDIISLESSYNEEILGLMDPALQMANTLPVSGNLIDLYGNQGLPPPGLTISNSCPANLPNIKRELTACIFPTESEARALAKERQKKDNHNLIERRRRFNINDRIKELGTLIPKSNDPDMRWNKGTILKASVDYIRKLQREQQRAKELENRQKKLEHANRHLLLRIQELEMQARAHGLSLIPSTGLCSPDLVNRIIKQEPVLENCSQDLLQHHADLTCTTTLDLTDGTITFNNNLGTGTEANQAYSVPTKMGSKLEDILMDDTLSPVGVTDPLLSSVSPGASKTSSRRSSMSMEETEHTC
GPR151 activ: activators of human GPR151, primary screen, cell-based, PathHunter beta-arrestin, luminescence; G-protein coupled receptor 151 (Homo sapiens), Q8TDV0; PathHunter beta-arrestin GPR151 cells; activation, % at 11.2 µM; hit rate 1% among 650,000; AID 1508602, 2020; in the data active = activation above about 4.9%;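 note: 0% = median of compound wells and 100% = cells with positive control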
Target sequence (Q8TDV0 whole entry, looked up): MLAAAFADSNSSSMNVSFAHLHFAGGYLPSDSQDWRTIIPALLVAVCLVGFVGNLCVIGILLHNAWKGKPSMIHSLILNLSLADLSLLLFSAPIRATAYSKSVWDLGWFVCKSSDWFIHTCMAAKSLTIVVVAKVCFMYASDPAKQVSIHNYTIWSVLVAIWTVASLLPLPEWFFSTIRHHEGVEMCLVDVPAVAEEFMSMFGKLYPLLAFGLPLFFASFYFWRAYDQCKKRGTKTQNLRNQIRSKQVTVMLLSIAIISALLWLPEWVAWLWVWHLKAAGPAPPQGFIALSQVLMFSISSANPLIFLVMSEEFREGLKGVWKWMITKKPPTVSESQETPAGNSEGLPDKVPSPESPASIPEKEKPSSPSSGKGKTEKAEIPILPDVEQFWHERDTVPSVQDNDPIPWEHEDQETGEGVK
* marks the source's active call; other numbers are inactive results; · = not tested or not shown.

compound,FBW7 activator,TEAD-YAP inh,MITF inh,GPR151 activ
CCCSC1=C(C#N)C(c2ccco2)C(C(=O)Nc2ccccc2)=C(C)N1 (stereo not given),0.1,9,0,1.0
NC(=O)c1c(NC(=O)c2ccco2)sc2c1CCC2,-0.1,-45,-4,-1.5
c1ccc(OCCNc2nc(Nc3nccc4ccccc34)nc3c2ncn3-c2ccsc2)cc1,0.0,31,-4,4.2
CC(C)(C)NC(=O)NC(=O)COC(=O)c1cc2ccccc2oc1=O,0.1,-7,-5,-0.4
CC1(C)c2ssc(=S)c2-c2ccccc2N1C(=O)CN1C(=O)C2CCCCC2C1=O (stereo not given),0.0,-10,8,1.9
CC(=O)Nc1ccc(Nc2nc(-c3cccc(N)c3)nc3c2ncn3Cc2ccc(C(F)(F)F)cc2)cc1,0.2,0,-13,-1.3
CSc1cccc(NC2=CC(=O)CC(C)(C)C2)c1,-0.1,-5,12,3.0
COC(=O)c1ccc2c(=O)[nH]c(CSc3nncn3C)nc2c1,0.0,-4,-1,0.3
Cc1cc2c(cc(C(=O)OC(C)C(=O)NCc3ccc(F)cc3)n2C)o1 (stereo not given),0.4,-14,-1,-0.9
O=C(CSCc1ccc(Cl)cc1)Nc1cccc(Br)c1,0.1,3,-4,-0.1
Cc1nc(N)n2c(SCC(=O)N3CCCC3)nnc2c1Cc1ccccc1,0.1,-4,21,-0.4
O=c1c2c3c(sc2n2nnnc2n1-c1ccccc1)CCC3,-0.9,-3,2,0.5
Cc1cc(C(=O)N/N=C/c2ccc(Cl)c([N+](=O)[O-])c2)n[nH]1,-0.1,2,15,0.6
c1ccc(Cc2cn[nH]c2C2CCCN(C3CCSCC3)C2)cc1 (stereo not given),0.0,-7,-2,1.2
Cn1c(=O)c2c(SCC(N)=O)nc(-c3ccco3)nc2n(C)c1=O,0.0,5,12,-0.5
COc1ccc(CCNc2nc(-c3ccncc3)cs2)cc1OC,-0.1,-19,17,-0.4
COCCCNC(=O)CCn1nc(-c2ccc(Cl)cc2)ccc1=O,0.9,13,3,-0.2
Cc1ccc(-n2c(SCc3cc(=O)n4ccccc4n3)nc3c(sc(=S)n3-c3cc(C)ccc3F)c2=O)cc1,0.0,7,5,0.5
Cc1cccc(N2CCN(C(=O)c3ccc([N+](=O)[O-])cc3[N+](=O)[O-])CC2)c1C,-0.3,3,-12,-0.1
CC1=CC(C)(C)N(C(=O)/C=C/c2ccccc2)c2ccc(C(c3ccccc3)(c3ccccc3)c3ccccc3)cc21,0.4,-1,2,0.4
COc1ccc(/C(O)=C2/C(=O)C(=O)N(CCN3CCOCC3)C2c2ccc(C(C)C)cc2)cc1 (stereo not given),0.1,7,13,0.0
O=C(CNC1CCCCC1)Nc1c2c(nc3c1CCC3)CCC2,-0.1,-7,40,-0.4
CC(NC(=O)c1cc(Br)ccc1Cl)c1ccncc1 (stereo not given),-0.1,5,10,2.7
O=C(Nc1ccc([N+](=O)[O-])cc1)c1sc(=S)n2c1[nH]c(=O)c1sccc12,-0.2,0,7,0.5
COC(=O)C/C=C/[C@@H](C)[C@@H](/C=N/O[C@@H]1O[C@H](COC(C)=O)[C@@H](OC(C)=O)[C@H](OC(C)=O)[C@H]1OC(C)=O)NS(=O)(=O)c1ccc(C)cc1,0.0,·,8,0.1
CCCCOc1ccc(NS(=O)(=O)c2ccc(F)cc2)cc1,0.2,-3,14,-1.5
COC(=O)C1C(=O)OC(C)(C)C2CCC(C)CC12 (stereo not given),-0.1,2,1,2.0
Cc1ccccc1CNC(=O)C(C)n1nc(C)c2sc3ccccc3c2c1=O (stereo not given),0.3,9,16,-0.2
CC(C)N(CCNC(=O)c1ccc2nc(N3CCOCC3)sc2c1)C(C)C,-0.1,1,4,-1.4
COc1ccccc1NC(=O)N1CCC(O)(c2nccn2C)CC1,0.0,3,0,0.3
Cc1ccc(C)c(S(=O)(=O)NC(C)C(=O)Nc2ccccc2F)c1 (stereo not given),0.1,0,10,0.5
CCCN1C(=O)C(=O)c2ccccc21,-0.2,0,-3,-0.7
Cc1ccc(F)cc1NC(=O)CN1CCN(CC(=O)NC(C)C)CC1,-0.2,11,-2,-0.2
COc1cccc(C2CC(c3cccs3)=NN2C(=O)CSc2c[nH]c3ccccc23)c1OC (stereo not given),0.0,-8,9,0.7
CSc1nc2c(cnn2-c2ccccc2)c(=O)n1N,0.0,-36,-1,0.3
C=CCOc1ccc(/C(O)=C2\C(=O)C(=O)N(c3nc(C)c(C(=O)OCC)s3)C2c2ccc(C(C)C)cc2)c(C)c1 (stereo not given),0.0,3,0,3.8
COCCn1c(C)cc(/C=C2/C(=O)NC(=O)N(Cc3ccco3)C2=O)c1C,-0.3,1,28,-0.1
CSc1nc2sc3c(c2c2n[nH]c(=S)n12)CCN(C)C3,0.0,-2,2,-1.3
CC(=O)N1CCc2c(sc(NC(=O)c3cccs3)c2C(N)=O)C1,0.1,-8,4,-0.8
O=C1c2cccc3cccc(c23)C(=O)N1CCc1n[nH]c(=S)n1-c1ccccc1,-0.1,0,0,1.2
CCOC(=O)c1cnc2ccccc2c1Nc1ccc(C)c(C)c1,-0.1,-11,54*,-0.9
Nc1nc(Cl)cc(NCCN2CCOCC2)n1,0.0,9,10,1.8
CCCNC(=O)c1cccc(Nc2ccccc2)n1,0.2,9,-1,1.6
CC1=C(C(=O)OC(C)C)C(c2ccc([N+](=O)[O-])cc2)C2=C(CC(C)(C)CC2=O)N1 (stereo not given),0.8,12,-8,2.6
CCOC(=O)C1=C(C)NC2=C(C(=O)CC(C)(C)C2)C1c1ccccc1Br (stereo not given),-0.1,0,-8,-1.3
CC1CC(C)CN(S(=O)(=O)c2ccc(Sc3ccc(F)cc3)c(C(=O)NCc3ccc(Cl)c(Cl)c3)c2)C1 (stereo not given),0.1,0,0,-1.1
CCC(C)(C)c1ccc(OCC(=O)Nc2cccc(C(=O)O)c2)cc1,0.1,38*,-35,-1.5
COc1ccc(C(=O)OCC(=O)c2ccc([N+](=O)[O-])cc2)cc1,0.0,5,1,-0.5
CN(C)C(=O)COc1ncnc2ccccc12,0.1,5,2,-1.1
CCC(C)(C)NS(=O)(=O)c1ccc(Br)cc1,0.1,-3,7,0.9
Cc1nc2sc3c(c2c(=O)o1)CCCCC3,0.0,16,3,-0.8
CCCN(Cc1ccccc1)C(=O)Nc1ccc2nc(C)sc2c1,0.0,-61,8,0.0
NS(=O)(=O)c1ccc(CCNS(=O)(=O)c2cccc3nsnc23)cc1,0.0,-3,3,-0.8
Cc1nnc(SCC(=O)Nc2cc(Cl)ccc2Cl)s1,-0.1,15,3,3.7
COc1ccc(-c2nc(Nc3cc(OC)c(OC)c(OC)c3)c3ncn(Cc4ccc(C(F)(F)F)cc4)c3n2)cn1,-0.2,1,-5,-0.2
COc1ccc(C(=O)NCC2(c3ccc(OC)cc3)CCOCC2)cc1,0.0,-3,-1,0.0
O=C(O)CCCNC(=O)c1cc([N+](=O)[O-])cc([N+](=O)[O-])c1,-0.1,3,-8,0.2
CCOC(=O)c1c(NC(=O)c2oc3ccccc3c2C)sc2c1CCCC2,0.2,4,7,-0.8
CCOC(=O)C1(CCOc2ccccc2)CCN(C(=O)Nc2ccccc2OC)CC1,0.2,-2,5,-1.0
O=C(NC1CCCCC1)c1ccc(NCCN2C(=O)c3ccccc3C2=O)c([N+](=O)[O-])c1,-0.1,-15,-10,1.1

(more compounds)
compound,FBW7 activator,TEAD-YAP inh,MITF inh,GPR151 activ
Cc1cc(C)nc(Sc2nc(Nc3ccccc3)nc(Sc3nc(C)cc(C)n3)n2)n1,0.4,-4,2,0.1
CC(OC(=O)c1ccc(OC(F)F)cc1)C(=O)NC1CC1 (stereo not given),0.2,-3,3,1.8
COc1ccc2c(c1)C(C)=CC(C)(C)N2C(=O)CSc1nnc(-c2ccc(C)cc2)o1,-0.2,-7,-6,-0.5
O=C(c1ccc2c(c1)C(=O)N(c1ccccc1C(=O)O)C2=O)c1ccc2c(c1)C(=O)N(c1ccccc1C(=O)O)C2=O,-0.1,-9,5,-0.3
COc1ccc(OCC#CCn2ccnc2)cc1,-0.1,12,49,0.6
COc1ccc(S(=O)(=O)N(CC(=O)NCc2ccccc2)c2ccc(C)cc2)cc1,0.2,8,9,2.1
CCOC(=O)N1CCN(S(=O)(=O)c2ccc(F)c(C(=O)Nc3ccc(C)cc3)c2)CC1,0.2,3,13,-1.6
CC(NC(=O)Cc1ccc(F)cc1)C(c1cccs1)N1CCOCC1 (stereo not given),0.0,-9,10,0.7
CNS(=O)(=O)c1cccc2c(S(=O)(=O)NC)cccc12,0.0,6,10,2.9
Cc1c(CNCc2cccnc2)c(C(=O)O)c(C)n1Cc1c(F)cccc1Cl,0.1,-2,9,-0.2
CN(Cc1csc(-c2cccs2)n1)Cc1nc(-c2ccccn2)no1,0.0,7,11,-0.1
Clc1cc(CN2CCN(Cc3ccccc3)CC2)ccn1,-0.1,0,10,0.3
COc1cccc(-c2nnc3ccc4ccccc4n23)c1OC,0.1,-25,9,1.4
O=C1c2oc3ccc(Cl)cc3c(=O)c2C(c2ccncc2)N1Cc1ccco1 (stereo not given),0.0,3,-11,-0.1
CCCCc1nc(Cl)c(C#N)c2c1COC(C)(C)C2,0.0,-7,-4,1.0
O=C(O)C1C2C=CC(O2)C1C(=O)Nc1ccc(Cl)cc1Cl (stereo not given),0.0,2,-14,0.1
COc1ccccc1NC(=O)Cn1nnc(C(=O)Nc2ccc(C)c(C)c2)c1N,0.1,8,7,-0.4
NC[C@H]1O[C@H](O[C@H]2[C@H](O)[C@@H](O[C@H]3O[C@H](CO)[C@@H](O)[C@H](N)[C@H]3O)[C@H](N)C[C@@H]2N)[C@H](N)[C@@H](O)[C@@H]1O,-0.1,3,-7,-1.2
COC(=O)C(C)Sc1nc2[nH]ncc2c(=O)[nH]1 (stereo not given),-0.1,4,11,0.4
Cc1onc(-c2ccccc2)c1C(=O)NNC(=O)c1ccccc1Br,-0.1,3,-1,1.4
COCCn1c(=O)[nH]c2ncc(-c3ccoc3)nc21,-0.7,6,-6,1.3
Cc1ccnc(SCC(=O)NC(C)c2ccccc2)n1 (stereo not given),-0.1,8,7,2.4
O=C(/C=C/c1ccco1)NC(=S)n1cnc2ccccc21,-0.1,4,24,-0.4
C=CCN(C(=O)c1ccc(N2CC3CC(C2)c2cccc(=O)n2C3)c(NC(=O)c2ccncc2)c1)c1ccccc1 (stereo not given),-0.2,-9,5,0.0
CCN1C(=O)C2ON(c3ccc(Cl)cc3)C(c3ccccc3)C2C1=O (stereo not given),0.5,1,-6,-1.7
COC(=O)c1cc(S(=O)(=O)NCc2ccccc2OC)cn1C,0.7,8,-1,-1.1
COc1cc(OC)c(OC)cc1/C=C1\NC(=S)N(C2CCCCC2)C1=O,0.1,3,2,1.5
CCOC(=O)c1[nH]c(C=C(C#N)C#N)c(C(C)=O)c1C,0.3,7,22,-0.3
C/C(=C\c1ccco1)CN1CCC(N2CCC(C(=O)N3CCCC3)CC2)CC1,0.0,0,-1,-0.3
CCNC(=O)/C(C#N)=C/c1c(Oc2cc(C)cc(C)c2)nc2ccccn2c1=O,0.5,28,25,-8.3

Reformatted: results already given.
Below each SMILES: FBW7 activator	TEAD-YAP inh	MITF inh	GPR151 activ
- Cc1nc2sc3c(c2c(=O)o1)CCCCC3
  0.0	16	3	-0.8
- CCCN(Cc1ccccc1)C(=O)Nc1ccc2nc(C)sc2c1
  0.0	-61	8	0.0
- NS(=O)(=O)c1ccc(CCNS(=O)(=O)c2cccc3nsnc23)cc1
  0.0	-3	3	-0.8
- Cc1nnc(SCC(=O)Nc2cc(Cl)ccc2Cl)s1
  -0.1	15	3	3.7
- COc1ccc(-c2nc(Nc3cc(OC)c(OC)c(OC)c3)c3ncn(Cc4ccc(C(F)(F)F)cc4)c3n2)cn1
  -0.2	1	-5	-0.2
- COc1ccc(C(=O)NCC2(c3ccc(OC)cc3)CCOCC2)cc1
  0.0	-3	-1	0.0

Continuation.
compound,FBW7 activator,TEAD-YAP inh,MITF inh,GPR151 activ
O=C1OC(c2cc(Cl)ccc2Cl)=N/C1=C\c1cccc(F)c1,-0.1,-2,-7,0.2
O=C1/C(=C\N2CCCC2)c2ccccc2C(=O)N1c1ccccc1,0.0,3,-5,5.0*
Cc1ccc(-c2nnc3n2NC(=O)CS3)cc1,0.0,-2,4,0.5
COc1ccc(OC)c(C2C(C(=O)N3CCOCC3)=C(C)Nc3nc4ccccc4n32)c1 (stereo not given),0.1,-1,-1,0.9
CNC(=O)Cn1ncc2c(C)n(Cc3ccccc3)c(C)c2c1=O,0.0,0,-7,-0.3

Bioassay records: PubChem, The Scripps Research Institute Molecular Screening Center
